HP1b chromo inh – inhibitors of HP1-beta chromodomain binding to methylated histone tails. P83916. AlphaScreen HP1-beta / biotin-H3K9me3 peptide binding. Potency, µM (highest dose often 114 µM), inactives show at the top dose activity change, negative = inhibition, usual class: inhibitors. hit rate 0.56% among 390,000. AID 540317; also: potency is read from the fitted curve at half-maximal effect; nearly all actives have a fitted effect of over 70% in size; inactives centre near 23
Target sequence (P83916 whole entry, looked up): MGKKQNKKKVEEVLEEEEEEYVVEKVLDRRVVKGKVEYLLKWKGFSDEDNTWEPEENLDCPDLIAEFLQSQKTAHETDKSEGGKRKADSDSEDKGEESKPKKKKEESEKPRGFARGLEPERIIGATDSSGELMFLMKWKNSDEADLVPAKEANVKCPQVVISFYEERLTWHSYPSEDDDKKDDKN
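Compound inhibition of the preformed complex between 50 nM HP1-beta and 50 nM biotinylated H3K9me3 peptide was read by AlphaScreen. Buffer was PBS pH 7.4 with 0.01% Tween-20. Incubations ran 30 min at room temperature, with 10 ug/mL donor/acceptor beads.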
Pin1 inh – inhibitors of human Pin1. Q13526. Pin1 FP peptide displacement, HiFluor488, 10 min. Potency, µM (titrated, usually from 115 µM), for the others: top-dose activity, negative = inhibition, most hits filed as inhibitors. hit rate 0.009% among 390,000; active = well fitted inhibition curve with a large enough effect in the polarisation, with a control signal flat, not every such curve was filed as active; inconclusive = small, poorly fitted or top-dose-only effect, or effect the other way, or a change in a side signal; inactive = no such curve, though single readings can be large or run the other way; the % refers to the polarisation; also: potency is read from the fitted curve at half-maximal effect; % is scaled to controls: 0 for no effect and ±100 for the full control effect
Target sequence (Q13526 whole entry, looked up): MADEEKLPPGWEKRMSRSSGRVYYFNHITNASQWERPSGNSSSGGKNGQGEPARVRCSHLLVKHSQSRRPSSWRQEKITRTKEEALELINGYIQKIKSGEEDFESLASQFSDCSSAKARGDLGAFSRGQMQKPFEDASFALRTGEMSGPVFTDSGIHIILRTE
ERG-DNA inh – blocks human ERG Ets domain binding to DNA | fluorescence polarization, His-ERG Ets domain / labelled DNA | Potency, µM (top dose mostly 76.9 µM), for the others: top-dose FP activity, negative = inhibition, hits mostly inhibitors | hit rate 0.028% among 370,000; active = well fitted inhibition curve with a large enough effect in the polarisation, with a control signal flat; inconclusive = small, poorly fitted or top-dose-only effect, or effect the other way, or a change in a side signal; inactive = no such curve, though single readings can be large or run the other way; the % refers to the polarisation;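 also: polarization taken with two DNA probes labelled with fluorescein and Texas red; potency is read from the fitted curve at half-maximal effect; % of control where 0% means no effect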
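His-tagged ERG Ets domain (1 uM in the protein solution; 300mM KCl, 50mM Tris-HCl, 1mM EDTA, 1mM DTT, pH 7.5) received compound, then a probe mix of 5 nM fluorescein-DNA and 100nM Texas-615-DNA. Fluorescence polarization was read for both dyes.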
GLS inhibitor – glutaminase GLS (human) inhibition | hit rate 0.21% among 410,000 | O94925 | Potency, µM (top dose mostly 45.5 µM), without a hit: at the top dose activity change, negative = inhibition, hits mostly inhibitors | GLS enzymatic activity, qHTS titration; also: potency is read from the fitted curve at half-maximal effect; % is scaled to controls: 0 for no effect and ±100 for the full control effect
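Human kidney-isoform GLS in 45 mM KH2PO4 pH 8.2, 0.02% Tween-20, with compound, started with 1mM L-Glutamine (added stock). Glutamate oxidase/HRP/Amplex red coupled fluorescence read at start and after 30 min at RT.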
G9a inh – blocks human histone lysine methyltransferase G9a. Potency, µM (highest dose often 102 µM), inactives show at the top dose activity, negative = inhibition, hits mostly inhibitors. hit rate 8.8% among 350,000. AID 504332. Q96KQ7. G9a H3K9 monomethylation, AlphaScreen, 2 h; also: potency is read from the fitted curve at half-maximal effect; % is scaled to controls: 0 for no effect and ±100 for the full control effect; nearly all actives have a fitted effect of over 75% in size
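Using a bead-based AlphaScreen, monomethylated H3K9 product from 2 h room-temperature reactions (G9a 20 nM, peptide 500 nM, SAM 20 uM) was detected with 0.5 ug/mL rabbit anti-H3K9me1 antibody.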
PI4K2A inh – blocks human PI4K2A kinase activity; activity change, negative = inhibition, % at 76.9 µM; purified PI4K2A, ADP-Glo luminescence, 1 h; hits give low values; AID 1346378; hit rate 0.13% among 420,000; in the data active = activity change below about -50%; inconclusive = mostly about -30% to -49%;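 also: -100% = wells without enzyme as full effect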
Target sequence (Q9BTU6 whole entry, looked up): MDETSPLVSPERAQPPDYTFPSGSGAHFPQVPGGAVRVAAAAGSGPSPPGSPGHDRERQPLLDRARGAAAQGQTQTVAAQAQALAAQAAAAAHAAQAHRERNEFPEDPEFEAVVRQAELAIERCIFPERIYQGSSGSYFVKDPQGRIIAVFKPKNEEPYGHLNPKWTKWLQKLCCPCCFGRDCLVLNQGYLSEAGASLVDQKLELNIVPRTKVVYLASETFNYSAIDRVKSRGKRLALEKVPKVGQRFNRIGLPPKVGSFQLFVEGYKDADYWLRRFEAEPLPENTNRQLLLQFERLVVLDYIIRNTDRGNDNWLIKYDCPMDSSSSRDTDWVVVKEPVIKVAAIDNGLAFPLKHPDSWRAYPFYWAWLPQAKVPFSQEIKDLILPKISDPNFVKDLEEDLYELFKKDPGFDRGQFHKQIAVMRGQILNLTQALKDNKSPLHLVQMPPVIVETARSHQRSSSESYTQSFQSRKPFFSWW
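Compounds are screened against recombinant PI4K2A using PI as substrate and ATP, the latter dispensed at 300 microM. Reactions run one hour at ambient temperature before ADP-Glo detection; full inhibition defined by wells lacking enzyme.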
JMJD2A Tudor – blocks the human JMJD2A Tudor domain; Potency, µM (series often up to 114 µM), for inactives: at the top dose activity change, negative = inhibition, usual class: inhibitors; hit rate 4.4% among 390,000; AlphaScreen JMJD2A-Tudor / H3K4me3 peptide binding; O75164; also: potency is read from the fitted curve at half-maximal effect; % is scaled to controls: 0 for no effect and ±100 for the full control effect; nearly all actives have a fitted effect of over 50% in size
BAZ2B inh – BAZ2B (human) inhibition; Q9UIF8; AlphaScreen BAZ2B-H3K14Ac peptide displacement; Potency, µM (series often up to 114 µM), for the others: top-dose activity change, negative = inhibition, most hits filed as inhibitors; hit rate 4.4% among 360,000; also: potency is read from the fitted curve at half-maximal effect; % is scaled to controls: 0 for no effect and ±100 for the full control effect; nearly all actives have a fitted effect of over 60% in size
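Complex of BAZ2B and biotin-H3K14Ac (50 nM apiece) forms over 30 min at RT, then faces library compounds up to 110 uM for another 30 min; AlphaScreen beads added, 20 min dark incubation, luminescence read.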
PGK inhibitor – inhibitors of T. brucei phosphoglycerate kinase | P07378 | Potency, µM (highest dose often 57.5 µM), without a hit: at the top dose activity change, negative = inhibition, most hits filed as inhibitors | PGK/GAPDH coupled, Kinase-Glo luminescence, 60 min | hit rate 0.043% among 380,000 | AID 602233; also: potency is read from the fitted curve at half-maximal effect; % is scaled to controls: 0 for no effect and ±100 for the full control effect; nearly all actives have a fitted effect of over 60% in size
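Luminescent ATP detection (Kinase-Glo Plus) follows a 60-minute room-temperature incubation, with wells lacking PGK as controls. Buffer: 100 mM TEA (pH 7.6), 5 mM MgCl2, 0.01% Tween-20. Coupling enzyme GAPDH (100 nM final) supplies unstable 1,3-BPG in-well.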
* hit, by the source's call; i = inactive; ? = inconclusive; / = not tested or not shown; & = joins results of further samples; ! = repeats disagree; [ ] = dose if it differs, or a comment. Unless noted, calls follow the shape of the dose curve; as a rule, active = well fitted curve in the direction sought with a large enough effect; inconclusive = small, poorly fitted or top-dose-only effect, or another doubt; inactive = no such curve, though single readings can be large; an effect the other way counts as inactive or inconclusive. Compounds were not picked by outcome; any-hit rate near 11%.

SMILES	HP1b chromo inh	Pin1 inh	ERG-DNA inh	GLS inhibitor	G9a inh	PI4K2A inh	JMJD2A Tudor	BAZ2B inh	PGK inhibitor
O=C(COC(=O)CNC(=O)c1cccc([N+](=O)[O-])c1)Nc1cccc(S(=O)(=O)N2CCCC2)c1	-2.7%	-0.5%	0.1%	-4.6%	-1.5%	5.5	-35.4%	-32.0%	-0.7%
COc1cccc(C(=O)NCC2(c3ccc(OC)c(OC)c3)CCCC2)c1	23.4%	-8.6%	0.0%	-0.1%	/	5.2	-16.6%	-6.9%	-3.1%
O=C(O)[C@H](Cc1ccccc1)NC(=O)N1CCN(c2ccc(F)cc2)CC1	7.6%[57 µM]	-2.0%	-10.2%	6.7%	-32.1%	4.7	-8.6%	-16.6%	i
CC(=O)c1ccc(NC(=S)Nc2ccc(Br)c(Cl)c2)cc1	13.6%	6.3%	3.2%	10.5%	-9.6%	5.9	-26.2%	-15.8%	-7.6%
O=C(Nc1ccc(Cl)cc1)c1ccc(-n2cnnc2)cc1	12.7%[57 µM]	1.4%	-0.7%	-0.5%	3.1%[59 µM]	-1.2	-14.2%	-1.5%	i
O=C(CN1CCN(c2ccc(O)cc2)CC1)Nc1ccc2c(c1)OCCCO2	?	0.0%	-2.7%	10.9%	?	-11.7	?	-32.6%	-11.6%
Cc1ccc(C)c(NC(=S)NNC(=O)c2csc3c2CCCC3)c1	-15.9%	-0.8%	-6.2%	-1.0%	5.8%[12.7 µM]	-0.6	-18.2%	3.9%	-6.0%
CC(CNC(=O)c1cncc(O)c1)NC(=O)c1cncc(O)c1 (stereo not drawn)	9.0%	0.4%	-11.2%	-5.8%	44.7µM*	-5.6	50.1µM*	?	-4.4%
COc1ccc(/C=N/NC(=O)c2ccc(=O)n(C)c2)cc1OC	33.3%	-0.4%	7.4%	0.0%	-31.3%	-4.0	6.4%	-22.8%	-1.5%
CCN1CCN(CCCNC(=O)c2cc3c(=O)[nH]c4ccccc4c3s2)CC1	3.4%	2.8%	/	-15.0%	5.0%[12.7 µM]	-3.8	-8.3%	13.0%	-2.2%
Cc1nn2c(CN(C(=O)c3ccco3)c3ccccc3)nnc2c2ccccc12	41.7%	5.4%	16.5%	7.7%	/	-4.2	-10.1%	/	-4.4%
CCc1c(C)[nH]c2c(C)cccc2c1=O	25.2%	0.8%	-0.8%	2.3%	-1.6%	1.4	-4.5%	15.4%	-2.9%
COCCN(Cc1cc2cc(C)ccc2n2nnnc12)C(=S)Nc1ccc(OC)cc1	60.9%[activator]	1.2%	?	2.6%	/	4.8	-4.4%[11.4 µM]	/	-4.8%
Cc1sc2ncn(CC(=O)NCC(=O)N3CCN(c4ccc(F)cc4)CC3)c(=O)c2c1C	-14.6%	-1.1%	-7.4%	10.5%	23.4%	4.6	-15.1%	3.4%	1.0%
COCCN1C(=O)N(c2ccccc2)C(=O)C1CC(=O)Nc1cc(OC)cc(OC)c1 (stereo not drawn)	15.2%	1.3%	5.5%	5.2%	?	-5.7	-5.6%	0.5%	6.3%
CCc1cccc(NC(=O)C(CC)n2nc(C)c3sc4ccccc4c3c2=O)c1 (stereo not drawn)	42.7%[activator]	14.6%	-0.9%	-0.6%	-32.9%[59 µM]	2.0	-5.6%	3.5%	5.7%
CCn1c(C)nc2cc(C(=O)NNC(=O)c3ccc(Cl)nc3)ccc21	28.0%	3.5%	8.2%	-5.7%	-30.6%	4.1	-6.8%[11.4 µM]	/	5.4%
CCOc1ccc(N2C(=O)CC(S/C(N)=N/N=C/c3cccs3)C2=O)cc1 (stereo not drawn)	22.6%	-1.3%	/	15.5%	1.0%[59 µM]	-2.8	-2.9%	4.4%	16.9%
Cc1cc(OCC(=O)Nc2cnn(CCCC(=O)O)c2)ccc1Cl	46.2%&47.4%[activator]	-1.0%&-3.7%	10.8%&-1.7%	-7.6%&2.5%	14.1µM*!	-1.0&2.1	-4.1%&1.9%	-30.9%&-2.7%	-2.8%
CC(=O)c1c(C)[nH]c(C(=O)OCC(=O)Nc2sc3c(c2C#N)CCCC3)c1C	9.0%	18.3%	-8.1%	11.9%	?	-4.8	-23.4%	-27.0%	i
Cc1ccc(S(=O)(=O)N2CCN(S(=O)(=O)N3CCOCC3)CC2)c(C)c1	9.1%	-6.2%	/	4.1%	27.4%[59 µM]	0.6	-7.7%	-8.1%	-13.5%[11.5 µM]
CC1CCc2nc(NC(=O)c3ccco3)sc2C1 (stereo not drawn)	15.3%	-0.3%	2.0%	25.2%	-5.5%[12.7 µM]	-19.7	-28.5%	-32.1%	-8.5%
CCN1CCN(C(=O)c2ccc3c(c2)N(Cc2cccc(Cl)c2)C(=O)c2ccccc2S3(=O)=O)CC1	0.4%	-4.4%	2.1%	-1.4%	-32.7%[59 µM]	-0.9	-23.4%	-12.3%	i
Cc1cccc(NC(=O)COC(=O)CCc2ccc(S(=O)(=O)N3CCOCC3)cc2)c1C	13.3%	-1.3%	2.2%	-0.6%	-31.4%	0.4	-7.6%	-39.0%	-0.4%
CCCSC1=C(C#N)C(c2ccc(Cl)cc2Cl)CC(=O)N1 (stereo not drawn)	42.3%[activator]	4.1%	0.5%	?	?	3.0	-14.1%	0.4%	-1.1%
Next part:
SMILES	HP1b chromo inh	Pin1 inh	ERG-DNA inh	GLS inhibitor	G9a inh	PI4K2A inh	JMJD2A Tudor	BAZ2B inh	PGK inhibitor
CCOC(=O)c1c(C)[nH]c(CCC(=O)Nc2ccc(N(CC)CC)cc2C)c1C	1.9%[57 µM]	1.4%	3.2%	2.2%	-48.5%[59 µM]	-4.0	?	-17.8%	i
CCn1cc(C(=O)NCc2ccco2)c(=O)c2cc(S(=O)(=O)N3CCCC3)ccc21	12.7%	-0.1%	-1.7%	5.4%	-27.7%	2.0	-27.6%	-7.7%	-8.3%
CC(=O)c1sc(Nc2cccc(C)c2)nc1C	45.3%	-2.3%	-3.9%	-7.3%	38.7%	-4.5	0.0%	50.1µM*	4.1%
Cn1c(SCC(=O)Nc2cccc(C(=O)O)c2)nnc1-c1cc2cc(Br)ccc2o1	-4.7%	11.5%	9.3%	2.8%	?	-1.8	1.5%[11.4 µM]	-21.9%	?
CC12CCC(=O)N1C(C(=O)Nc1ccc(F)c(Cl)c1)CS2 (stereo not drawn)	8.6%	-0.7%	-7.7%	5.4%	-2.4%	1.6	-16.6%	-4.6%	i
CCOC(=O)N=Nc1c(O)n(Cc2ccccc2)c2ccccc12	32.8%	-5.8%	3.2%	-2.9%	-33.5%	0.3	-29.7%	11.0%	/
COc1ccc(-c2cc(C(=O)N/N=C(\C)c3cccnc3)c3ccccc3n2)cc1	46.7%[activator]	5.8%	10.9%	3.6%	24.5%	-3.6	-9.5%	-19.8%	-5.4%
COc1ccc(NC(=O)c2cc(=O)c3ccc(C)c(C)c3o2)cc1Cl	32.9%	-8.1%	-6.2%	-10.9%	-0.7%[59 µM]	-1.4	-5.6%	-2.2%	-6.1%
O=C(Nc1ccc(F)c(F)c1)c1cnc(-c2ccccc2)nc1-c1ccccc1	20.5%	0.8%	-4.4%	11.5%	3.4%[59 µM]	1.0	-16.7%	33.4%[activator]	0.4%
CCOCCCNCc1cc(Br)ccc1OCC	40.9%[activator]	2.1%	-3.6%	-2.3%	1.6%[12.7 µM]	-6.2	2.9%	-14.7%	i
O=C(N1CCN(c2ncccn2)CC1)C12CC3CC(CC(C3)C1)C2	18.8%	5.4%	3.6%	2.0%	/	-3.0	-15.4%	/	-3.3%
O=C(CSc1nc2ccccc2[nH]1)c1ccccc1F	12.3%	-1.7%	3.3%	-6.3%	-6.1%	-1.5	-6.8%	2.2%	i
Cc1ccc(OCC(=O)Nc2ccc(N3CCN(C(=O)c4ccco4)CC3)cc2)cc1	9.1%	1.6%	-2.0%	26.9%	-2.3%	0.0	-15.5%	-21.9%	4.9%
COc1ccc(CC(=O)NC(c2ccccc2)c2ccccc2)cc1S(=O)(=O)N1CCOCC1	8.0%	-13.7%	5.7%	5.5%	-3.2%	2.9	-3.2%	0.0%	2.9%
C[C@H](CO)N1C[C@H](C)[C@@H](CN(C)Cc2ccc(Cl)c(Cl)c2)Oc2c(NC(=O)C3CC3)cccc2C1=O	23.1%	37.6%[activator]	-2.8%	-5.1%	/	2.8	-33.6%	/	-4.8%
COCc1cc(C)nc2sc(C(=O)Nc3ccccc3O)c(N)c12	52.2%[activator]	19.2%	1.9%	3.2%	28.2%[59 µM]	-1.0	-3.8%	3.9%	/
CC(C)NC(=O)C1COc2ccccc2O1 (stereo not drawn)	32.5%	-2.1%	-1.1%	0.3%	?	-7.7	-8.3%	-20.8%	-7.6%
CCC(C)NC(=O)c1ccc2c(c1)N(Cc1ccccc1)C(=O)c1ccccc1S2 (stereo not drawn)	18.3%	41.9%[activator]	6.4%	-14.3%	6.4%[59 µM]	-2.3	-19.9%	-0.5%	6.6%
COC(=O)c1cnc(SCc2ccc(Cl)cc2)n1C	29.7%	-2.9%	1.1%	-3.4%	53.5%[activator]	1.3	11.1%	26.1%	i
C=CCNC(=S)NNC(=O)COc1c(Cl)cc(Cl)cc1Cl	21.7%	0.6%	-5.9%	-2.7%	8.91µM*	0.5	?	4.0%	6.5%
CN1CCN(Cc2nc3ccccc3c(=O)n2Cc2nc(-c3ccccc3F)cs2)CC1	-6.8%	-5.8%	-5.2%	0.4%	35.5µM*	-1.2	-22.1%	-28.8%	-2.8%
